# SENP8 block-1 = SENP8 protease inhibition; Q96LD8; purified SENP8, Z-RLRGG-aminoluciferin cleavage, luminescence; inhibition, % at 10 µM; 1.2% of 330,000 active; AID 2540; in the data active means inhibition above about 50%
# Target sequence (Q96LD8 whole entry, looked up): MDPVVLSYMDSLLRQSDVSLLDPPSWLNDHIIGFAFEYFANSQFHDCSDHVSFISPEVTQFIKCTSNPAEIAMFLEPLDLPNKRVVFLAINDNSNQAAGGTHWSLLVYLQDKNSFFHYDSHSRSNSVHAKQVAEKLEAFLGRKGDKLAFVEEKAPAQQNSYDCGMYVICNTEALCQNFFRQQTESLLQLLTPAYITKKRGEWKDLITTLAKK
# HKDC1 inh = HKDC1 (human) hexokinase inhibition; Q2TB90; recombinant HKDC1, G6PDH/diaphorase resazurin coupled fluorescence; inhibition, % at 20 µM; 0.16% of 340,000 active; AID 493160;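 active means inhibition above about 35% when tested at 20 µM, limit read from the data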;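 further: plate controls were DMSO wells with enzyme for no effect and DMSO wells lacking enzyme for full effect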
# Target sequence (Q2TB90 whole entry, looked up): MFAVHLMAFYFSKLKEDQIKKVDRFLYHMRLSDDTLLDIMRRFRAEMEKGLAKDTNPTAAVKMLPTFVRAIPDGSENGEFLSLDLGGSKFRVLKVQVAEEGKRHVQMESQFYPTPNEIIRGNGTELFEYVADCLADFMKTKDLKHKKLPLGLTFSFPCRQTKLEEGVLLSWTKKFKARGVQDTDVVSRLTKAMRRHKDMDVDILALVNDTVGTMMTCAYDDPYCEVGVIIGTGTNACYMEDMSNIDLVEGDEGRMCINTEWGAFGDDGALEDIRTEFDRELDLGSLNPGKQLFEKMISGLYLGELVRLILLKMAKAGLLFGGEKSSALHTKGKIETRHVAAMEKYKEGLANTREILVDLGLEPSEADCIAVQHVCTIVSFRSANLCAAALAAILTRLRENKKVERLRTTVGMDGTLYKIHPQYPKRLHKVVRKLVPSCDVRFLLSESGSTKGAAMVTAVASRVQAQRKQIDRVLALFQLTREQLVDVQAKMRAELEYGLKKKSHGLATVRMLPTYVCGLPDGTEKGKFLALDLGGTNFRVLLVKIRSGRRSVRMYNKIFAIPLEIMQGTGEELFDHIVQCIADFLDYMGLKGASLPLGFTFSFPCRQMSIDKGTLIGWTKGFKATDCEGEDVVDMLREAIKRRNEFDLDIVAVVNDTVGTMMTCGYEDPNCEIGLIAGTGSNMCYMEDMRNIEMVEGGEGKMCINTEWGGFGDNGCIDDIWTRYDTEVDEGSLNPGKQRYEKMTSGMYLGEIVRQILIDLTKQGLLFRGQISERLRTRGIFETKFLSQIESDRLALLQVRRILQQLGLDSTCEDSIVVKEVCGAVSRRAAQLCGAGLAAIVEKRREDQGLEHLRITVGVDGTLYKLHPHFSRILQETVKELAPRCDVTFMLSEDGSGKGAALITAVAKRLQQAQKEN
#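 Assay system – recombinant HKDC1 (HK5) hexokinase enzyme, produced in-house · Input – HKDC1 at 5 µg/mL · Reagent – glucose plus 1 mM ATP as hexokinase substrates · Timing – 90 min reaction incubation at room temperature, dark · Measured by – G6PDH/diaphorase-coupled fluorescence, 1 mM NADP, 100 µM resazurin, 525/613 nm · Benchmarks – DMSO-enzyme wells negative, buffer-substituted wells positive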
# Apaf1 inhib = human Apaf-1 inhibition. O14727. reconstituted apoptosome caspase-3 activity, DEVD-Rh110 fluorescence. inhibition, % at 20 µM. 0.71% of 330,000 active. AID 489030; active means inhibition of at least 40% at 20 µM;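 further: plate controls were DMSO wells for no effect and DEVD-CHO caspase inhibitor wells for full effect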
#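 Assay system – apoptosome proteins · Medium – Hepes buffer, pH 7.5 · Also added – cytochrome c with DEVD-Rh110 · Timing – 30 min compound preincubation, 50 min activation, room temperature · Detection – Rh110 fluorescence, excitation 480 nm, emission 540 nm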
# SENP6 block = blocks the human protease SENP6. Q9GZR1. Recombinant SENP6 catalytic domain, aminoluciferin luminescence. inhibition, % at 10 µM. 1.8% of 330,000 active. AID 2599;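 active means inhibition above about 50% at the single tested dose, limit read from the data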;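 further: plate controls were DMSO wells with enzyme for no effect and DMSO wells lacking enzyme for full effect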
# PfGluPho inh = PfG6PD (Plasmodium falciparum) enzyme inhibition; inhibition, % at 20 µM; PfGluPho enzyme, NADPH resazurin-diaphorase fluorescence; 0.78% of 350,000 active;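 active means inhibition reaching at least a set limit at 20 µM in the primary screen, cut at about 59% in these data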;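 further: 0% = DMSO wells with substrate and 100% = DMSO wells lacking glucose-6-phosphate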
# SENP1 inh = inhibitors of human SENP1 SUMO protease catalytic domain | 0.21% of 360,000 active | recombinant SENP1 catalytic domain, CyPet-SUMO1-YPet FRET cleavage | inhibition, % at 10 µM | Q9P0U3;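 active means inhibition at least 30% at 10 µM, raw YFP signal under a set limit, fluorescence ratio 0.5 to 1.5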;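 further: 0% = enzyme with DMSO and 100% = no enzyme wells; some results filed as inactive read as strong as hits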
#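 Compound: 10 µM single point, 0.5% DMSO; Test system: hSENP1 catalytic domain, recombinant; Timing: 50 min reaction at room temperature; Technique: FRET, CFP and YFP emission; Control set: no-enzyme wells low, DMSO-plus-enzyme wells high control.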
# SENP7 inh = SENP7 protease inhibition; inhibition, % at 5 µM; Q9BQF6; recombinant SENP7, Z-RLRGG-aminoluciferin luminescence, 40 min; 1.5% of 330,000 active;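 active means inhibition above about 50% at the single test dose, limit read from the data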;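 further: plate controls were DMSO with enzyme for no effect and no enzyme buffer wells for full effect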
# SENP8 block-2 = blocks human SENP8 cleavage of Nedd8 substrate | Q96LD8 | recombinant SENP8, Nedd8 substrate fluorescence | inhibition, % at 20 µM | 0.64% of 360,000 active | AID 602440; in the data active means inhibition mostly above about 40%, no sharp cut-off; inactive means mostly below about 27%
# * marks the source's active call; other numbers are inactive results; x = no result given.
SMILES,SENP8 block-1,HKDC1 inh,Apaf1 inhib,SENP6 block,PfGluPho inh,SENP1 inh,SENP7 inh,SENP8 block-2
Cn1cnnc1SCC(=O)Nc1sccc1C#N,0,-10,-6,-8,-23,1,6,-5
CCc1nc(-c2ccccc2)c2ccccn12,7,-7,-7,9,-4,2,2,3
Nc1nc(N)nc(-c2ccccc2O)n1,1,-6,3,-17,8,-8,-6,-381
O=C(Nc1cccc(C(F)(F)F)c1)C1CCCN(S(=O)(=O)c2cnc[nH]2)C1 (stereo unspecified),-4,-9,-5,-4,20,-1,-6,25
COc1ccc(Cl)cc1NC(=O)C(C)Sc1nnc(C2CC2)n1C1CC1 (stereo unspecified),3,-7,6,-8,-4,1,-7,27
Cc1ccc(-c2nnn(CC(=O)N(Cc3ccccc3F)C(C(=O)NC3CCCC3)c3ccncc3)n2)o1 (stereo unspecified),-6,2,18,-19,2,-10,6,8
CNC(=O)CSc1nc2c(c(=O)n(C)c(=O)n2C)n1Cc1ccc(C)cc1,-1,-4,-11,4,4,1,-3,11
Cc1ccc(Cl)cc1N1CCN(C(=O)c2ccc(CS(=O)Cc3ccc(Cl)cc3)o2)CC1 (stereo unspecified),-3,-1,23,20,-10,2,-1,10
O=C(COc1cc(Cl)c(Cl)cc1Cl)Nc1cccc(O)c1,21,-2,7,48,-5,1,63*,22
CC1CC(Nc2ccccc2)c2ccccc2N1C(=O)c1ccncc1 (stereo unspecified),-1,0,-2,1,-5,3,0,20
Cc1cc2c(c(=O)n1C)C(C(C)C)C(C#N)=C(N)O2 (stereo unspecified),-5,-3,-5,-17,-7,-16,-3,-26
COc1ccc(Cn2c(CO)cnc2SCC(=O)Nc2cc(C)on2)cc1,1,-5,-5,-8,7,-1,-2,13
COC(=O)c1ccc2c(=O)n(Cc3ccc(C(=O)NC(C)C)cc3)c(=S)[nH]c2c1,8,-5,-1,-12,-8,0,-1,-8
CC1(C)C(=O)N(c2ccccc2F)C(=O)c2ccccc21,2,2,2,-4,10,-1,6,19
Cc1nn(-c2ccccc2)c(C)c1/C=N/NC(=O)c1cnccn1,-5,2,4,-22,-8,-1,-6,8
Cc1ccccc1Cn1c(NC2CCCC2)nc2c1c(=O)[nH]c(=O)n2C,-5,-5,-11,0,0,-2,3,20
O=C(CN1C2CCCC1CC(NC(=O)C1CCCCC1)C2)Nc1ccccc1 (stereo unspecified),5,4,3,4,-23,2,5,19
COC(=O)c1cc(C(=O)NC(C)(C)CC(C)(C)C)cc([N+](=O)[O-])c1,-1,-4,11,-5,17,2,8,11
O=C(c1nc2ncccn2n1)N1CCc2ccccc2C1,5,-5,-2,-8,-2,-2,-1,12
Cc1cccc(-n2ncc3c(Nc4ccc(F)cc4)ncnc32)c1,-9,5,12,-16,0,2,6,-62
O=S(=O)(c1ccccc1C(F)(F)F)N1CCOCC1,-8,-2,1,-2,5,2,-7,21
COc1ccc(N2CC(C(=O)Nc3nc4ccc(S(C)(=O)=O)cc4s3)CC2=O)cc1 (stereo unspecified),-1,-1,15,-8,-12,-3,3,1
Nc1cc(=O)[nH]c(SCC(=O)N2CCCCC2)n1,1,-7,6,9,-9,-1,2,-6
NS(=O)(=O)c1ccc(NCc2cc(Cl)ccc2OCc2ccc(F)cc2)cc1,-3,10,8,-11,10,3,2,4
O=c1oc2ccccc2cc1C1=Nn2c(nnc2-c2cccnc2)SC1,1,-1,25,1,0,-4,-2,21
Cc1nc(-c2c(-c3ccc(O)cc3O)noc2C(F)(F)F)cs1,2,8,1,-1,-10,1,4,11
CN(CC1CCCO1)S(=O)(=O)c1ccc(C(=O)Nc2ccc(F)cc2)cc1 (stereo unspecified),-15,-6,5,2,0,2,12,3
NC(=O)CN1CCN(c2nc(-c3ccc(F)cc3)cs2)CC1,1,-2,3,-11,-4,-1,-3,30
CC(=O)c1cccc(NC(=S)NC(=O)c2ccccc2Cl)c1,5,-14,-5,-2,-2,0,-5,20
O=C(Cc1ccc(Cl)cc1)Nc1ccc(Br)cn1,8,2,2,11,9,-1,2,8

# Shown as a hit in SENP7 inh (from the list above):
Compound	HKDC1 inh	SENP6 block	PfGluPho inh	SENP1 inh	SENP7 inh
O=C(COc1cc(Cl)c(Cl)cc1Cl)Nc1cccc(O)c1	-2	48	-5	1	63*

# Retrieved by compound from the list above, 2 records:
SMILES,SENP8 block-1,HKDC1 inh,Apaf1 inhib,SENP6 block,PfGluPho inh,SENP1 inh,SENP7 inh,SENP8 block-2
CC(=O)c1cccc(NC(=S)NC(=O)c2ccccc2Cl)c1,5,-14,-5,-2,-2,0,-5,20
O=C(CN1C2CCCC1CC(NC(=O)C1CCCCC1)C2)Nc1ccccc1 (stereo unspecified),5,4,3,4,-23,2,5,19

# More structures follow:
SMILES,SENP8 block-1,HKDC1 inh,Apaf1 inhib,SENP6 block,PfGluPho inh,SENP1 inh,SENP7 inh,SENP8 block-2
Cc1cc(O)c(C=Nc2ccc(Cl)cn2)c(=O)o1,-10,-8,12,18,4,2,-10,-14
CCc1nnc(NC(=O)c2ccc3ncsc3c2)s1,-7,0,-21,-30,-3,-35,0,-33
O=C(CN1CCN(C(=O)c2ccccc2)CC1)Nc1cc(S(=O)(=O)N2CCCC2)ccc1Cl,-8,6,8,0,8,-3,-8,-3
Cc1c(C)[n+](=O)c(-c2ccc(F)cc2)c(C)n1[O-],0,-2,-1,-16,4,1,3,12
CC1CCCCC1NC(=O)COC(=O)CN1C(=O)c2ccccc2C1=O (stereo unspecified),-3,-5,-1,3,-4,0,-2,8
COc1cc(OC)c(OC)cc1CN1CCN(Cc2cccc(F)c2)CC1,9,2,-16,-2,-5,3,-8,12
c1csc(C2Nc3cccc4cccc(c34)N2)c1,16,13,18,26,48,3,10,-1
CCc1ccc2c(c1)[C@H]1OCC[C@H]1[C@@H](c1cccs1)N2,-6,10,9,-19,-4,0,18,-127
CCN1CCN(c2ccc(NC(=O)COc3ccc([N+](=O)[O-])cc3)cc2)CC1,3,3,6,8,7,0,2,7
Cc1ccc(C)c(CN2CCC(CNC(=O)Nc3ccc(Cl)cc3)CC2)c1,-9,-4,6,-29,0,4,-1,18
COc1ccc(C(=O)N/N=C(\C)CC(=O)Nc2ccc3c(c2)OCCO3)c(OC)c1,-5,-7,-4,-20,-11,2,0,12
Cc1cc(C(F)(F)F)nn1CC(=O)NNC(=S)Nc1ccc(Cl)cc1,-6,-10,19,-6,-11,1,-6,13
C[C@H](C[C@H](O)[C@H]1OC1(C)C)C1=C2C[C@H](O)C3[C@@]4(C)CCC(=O)C(C)(C)C4CC[C@]3(C)[C@@]2(C)CC1 (stereo partly specified),7,1,33,0,11,0,6,15
O=C(CN1CCCCC1)N1CCCc2ccccc21,-1,-16,-9,4,-3,2,-31,0
O=C(Nc1cccc(S(=O)(=O)c2cccc(NC(=O)c3ccco3)c2)c1)c1ccco1,-10,1,-1,-11,-3,0,-2,15
Cc1ccc(C(=O)Nc2ccccc2C(=O)NC2CCCCC2)cc1S(=O)(=O)N1CCOCC1,-9,17,5,-14,1,1,-8,11
CCOc1ccc(C(CC(=O)O)NC(=O)Cc2ccc(Cl)cc2)cc1 (stereo unspecified),-5,-4,4,-3,-3,3,-15,15
COc1ccccc1C(OC(=O)c1cccs1)C(=O)NCC1CCCO1 (stereo unspecified),2,1,-16,-7,-18,1,5,14
Cc1ccc(/C=C/C(=O)Nc2nccs2)o1,-10,-5,1,29,23,0,13,-42
Cc1ccc[n+](CC(=O)Nc2c(Cl)cc(Cl)cc2Cl)c1,-4,0,-12,-3,-12,-2,9,5
CC1CCC(C(C)C)C(OC(=O)C[n+]2cc(-c3ccc(Cl)cc3)n3c2CCCCC3)C1 (stereo unspecified),-5,-8,25,-7,-22,1,5,12
COc1ccc(OCC(O)CNC(=O)Nc2ccc(C(C)(C)C)cc2)cc1 (stereo unspecified),-2,-1,8,-13,11,1,1,22
O=C(Nc1nc2ccc(Cl)cc2s1)c1ccc(N2CCCCC2)c([N+](=O)[O-])c1,-6,-7,-4,0,5,1,2,28
Cc1cc([N+](=O)[O-])nn1CC(=O)NC(C)c1ccccc1 (stereo unspecified),-6,-5,-4,-19,5,0,-8,20
O=C(CSc1nnnn1-c1ccc(F)cc1F)Nc1ccccc1F,-5,-6,0,2,9,0,-8,12
CCC1CCCCN1C(=O)COC(=O)c1n[nH]c2ccccc12 (stereo unspecified),-1,-6,4,-17,11,2,2,14
C=CCN1C(=O)C(C)(C)Nc2ccccc21,1,-5,-5,1,6,2,1,7
Cc1ccc(-c2nnn(CC(=O)N(c3ccccc3)C(C(=O)NCC3CCCO3)c3ccc(Cl)cc3)n2)cc1 (stereo unspecified),-8,-6,11,-14,-18,1,-6,22
Cc1ccc(S(=O)(=O)NCCNc2ccc([N+](=O)[O-])cc2)cc1,3,0,11,-3,15,-1,2,20
CCc1ccc(NC(=O)c2cnc(SC)nc2C)cc1,-7,-3,4,-17,4,-3,1,-2
CN(C)S(=O)(=O)c1cccc(NC(=O)CN2C(=O)NC3(CCc4ccccc4C3)C2=O)c1 (stereo unspecified),-9,-2,9,7,12,2,-13,0
CCCn1nnnc1NCc1ccccc1OCc1cccs1,-3,-14,-9,-3,0,1,-2,10
CCC(=O)NC(=S)Nc1ccc(NC(=O)c2cccnc2)cc1,-6,-6,-4,4,-3,2,-4,-7
O=C(CCl)N(O)c1ccc(C=Cc2ccccc2)cc1,x,0,x,x,62*,1,x,-124
Cc1cccc(N2CCN(C(=O)c3ccc(NC(=O)C4CCCO4)cc3)CC2C)c1 (stereo unspecified),-3,1,5,2,-1,1,-5,16
C=CCn1c(=O)c(C(=O)NC(C)c2ccccc2)c(O)c2ccccc21 (stereo unspecified),1,-8,1,1,-5,-1,-1,-3
CCCCOc1ccc(C(=O)NCC(=O)OCC(=O)N2CCN(S(=O)(=O)c3ccc(C)cc3C)CC2)cc1,5,-2,9,17,-15,2,0,8
CN(Cc1cccs1)C(=O)CNC(=O)c1ccco1,-8,-6,8,8,1,1,1,2
Cc1noc(C)c1COc1ccc(C(=O)N2CCN(c3ccccc3O)CC2)cc1,-3,7,2,-7,4,4,8,24
CCCNC(=O)c1ccccc1NC(=O)C1COc2ccccc2O1 (stereo unspecified),-1,-5,-1,0,-1,1,-6,-3
O=C(CN1C(=O)COc2ccccc21)N1CCCc2ccccc21,3,9,-14,4,11,1,7,13
COc1ccc(Cl)cc1C(=O)Nn1cnnc1,6,-5,-19,12,-6,1,-5,6
Cc1cc(C)c(OCC(=O)OCC(=O)NCc2cccs2)c(C)c1,-6,-4,8,-6,2,1,7,16
CCOC(=O)c1cn(CC)c2c(ccc3ccccc32)c1=O,-16,-6,20,6,21,1,-14,-38

# Compounds from the list above with a cyano group (two):
SMILES,SENP8 block-1,HKDC1 inh,Apaf1 inhib,SENP6 block,PfGluPho inh,SENP1 inh,SENP7 inh,SENP8 block-2
Cn1cnnc1SCC(=O)Nc1sccc1C#N,0,-10,-6,-8,-23,1,6,-5
Cc1cc2c(c(=O)n1C)C(C(C)C)C(C#N)=C(N)O2 (stereo unspecified),-5,-3,-5,-17,-7,-16,-3,-26

# Entries of single compounds, looked up by structure.
# COc1ccc(Cl)cc1C(=O)Nn1cnnc1 across the screens: SENP8 block-1 = 6; HKDC1 inh = -5; Apaf1 inhib = -19; SENP6 block = 12; PfGluPho inh = -6; SENP1 inh = 1; SENP7 inh = -5; SENP8 block-2 = 6
# CCC(=O)NC(=S)Nc1ccc(NC(=O)c2cccnc2)cc1 across the screens: SENP8 block-1 = -6; HKDC1 inh = -6; Apaf1 inhib = -4; SENP6 block = 4; PfGluPho inh = -3; SENP1 inh = 2; SENP7 inh = -4; SENP8 block-2 = -7

# Assay outcomes deposited in PubChem by Sanford-Burnham Center for Chemical Genomics.
